p47phox inh – blocks human p47phox regulatory protein of NADPH oxidases. P14598. p47phox/p22phox peptide binding, fluorescence polarization, 2 h. inhibition, % at 24.7 µM. 220,000 tested, 0.53% active;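 active means inhibition above about 30%, limit read from the data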;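 further: 0% = p47phox with labelled peptide and 100% = labelled peptide alone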
Target sequence (P14598 whole entry, looked up): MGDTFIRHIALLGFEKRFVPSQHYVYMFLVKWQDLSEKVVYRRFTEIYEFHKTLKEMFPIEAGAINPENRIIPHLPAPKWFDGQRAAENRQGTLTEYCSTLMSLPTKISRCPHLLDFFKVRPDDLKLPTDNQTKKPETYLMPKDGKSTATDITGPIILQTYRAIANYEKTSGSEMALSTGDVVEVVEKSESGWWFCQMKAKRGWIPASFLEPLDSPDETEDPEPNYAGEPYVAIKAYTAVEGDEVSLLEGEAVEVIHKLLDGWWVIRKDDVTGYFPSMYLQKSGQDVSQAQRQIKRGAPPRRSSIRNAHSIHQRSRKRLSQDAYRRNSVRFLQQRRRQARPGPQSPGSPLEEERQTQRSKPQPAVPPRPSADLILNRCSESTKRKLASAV
NPY-Y1 PAM-ag – human NPY-Y1 potentiation or agonism, primary screen; NPY-Y1 expressing cells, potentiator/agonist activation; activation, % at 3.6 µM; 220,000 tested, 0.37% active; P25929; in the data active means activation above about 33%, passing the limit was not always enough;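 further: cells stimulated with NPY at EC10 then isoproterenol at EC100; 0% = low agonist plus stimulus and 100% = saturating agonist plus stimulus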
NPY2 pot ag – human NPY-Y2 potentiation or agonism, primary screen | cells expressing NPY-Y2, potentiator/agonist read-out | 220,000 tested, 0.45% active | activation, % at 3.6 µM | AID 1359 | P49146; in the data active means activation above about 27%;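 further: cells stimulated with NPY near EC25 plus isoproterenol at EC100; 0% = vehicle plus submaximal agonist and 100% = vehicle plus saturating agonist; some results beyond the cut were filed as inactive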
S1P4 agonist – activates the human S1P4 receptor. S1P4-expressing cell line, agonist reporter assay. activation, % at 4.98 µM. 220,000 tested, 0.35% active. AID 1509; in the data active means activation above about 11%;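 further: 0% = DMSO vehicle and 100% = reference agonist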
Target sequence (O95977 whole entry, looked up): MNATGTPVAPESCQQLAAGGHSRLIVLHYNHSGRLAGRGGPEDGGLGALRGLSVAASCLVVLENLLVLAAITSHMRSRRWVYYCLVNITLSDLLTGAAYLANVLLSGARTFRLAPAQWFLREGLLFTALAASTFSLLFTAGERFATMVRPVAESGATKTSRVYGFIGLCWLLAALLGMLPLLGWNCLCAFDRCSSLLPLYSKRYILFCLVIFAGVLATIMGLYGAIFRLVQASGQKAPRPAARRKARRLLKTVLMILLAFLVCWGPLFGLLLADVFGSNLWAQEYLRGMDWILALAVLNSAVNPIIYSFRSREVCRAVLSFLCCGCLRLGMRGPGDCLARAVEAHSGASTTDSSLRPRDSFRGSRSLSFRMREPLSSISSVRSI
Ba/F3 V617F tox – loss of viability in JAK2V617F-driven Ba/F3 cells; Ba/F3 EpoR-JAK2V617F viability, ATP luminescence; inhibition, % at 5.6 µM; 220,000 tested, 1.1% active;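 active means inhibition above the campaign mean plus 3 SD over all tested compounds, cut at about 24% in these data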;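 further: cytokine-independent growth of Ba/F3 cells driven by EpoR plus mutant JAK2; 0% = DMSO-treated cells and 100% = JAK inhibitor I control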
NPY-Y1 antag – NPY-Y1 (human) receptor antagonism; P25929; HEK293-CNG Y1 cells, membrane potential fluorescence; NPY at EC95, then isoproterenol; inhibition, % at 3.6 µM; 200,000 tested, 1% active;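 active means inhibition above the campaign mean inhibition of all tested compounds plus 3 SD, cut at about 20% in these data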;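 further: 0% = DMSO wells given NPY plus isoproterenol and 100% = isoproterenol alone without NPY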
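Test system – HEK293 Y1/CNG channel cell line · Also added – NPY agonist 25 nM, then isoproterenol 1 µM plus Ro 20-1724 25 µM · Compound dosing – one concentration, 3.6 µM, in 0.4% DMSO · Schedule – compound incubation 1 h at room temperature, readout 45 min post-stimulation · Technique – fluorescence, membrane potential probe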
S1P4 antag – blocks the human S1P4 receptor. O95977. S1P4-expressing cells, antagonist mode, reporter read-out. inhibition, % at 4.98 µM. 220,000 tested, 0.26% active. AID 1510; in the data active means inhibition above about 29%;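 further: 0% = wells stimulated with agonist and 100% = vehicle wells without agonist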
BaF3 tox – reduces parental Ba/F3 cell viability, JAK2V617F counter-screen. CellTiter-Glo ATP luminescence. inhibition, % at 5.6 µM. 220,000 tested, 1.1% active. AID 1486;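 active means inhibition above a per-campaign cutoff, the mean inhibition of all tested compounds plus 3 SD, cut at about 27% in these data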;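 further: 0% = DMSO wells and 100% = JAK Inhibitor I control wells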
CHOP inhibitor – blocks CHOP induction under ER stress; CHO-K1 CHOP-promoter luciferase, tunicamycin-induced, 15-18 h; 220,000 tested, 3.8% active; inhibition, % at 10 µM;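 active means compounds that reduced the stress-induced luciferase reporter signal by more than about 70% of percent inhibition, limit read from the data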;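 further: 0% = tunicamycin plus vehicle and 100% = wells without tunicamycin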
An asterisk follows results filed as active; / = not tested or not shown; & = joins results of further samples.

Sample of the layout (2 entries):
SMILES	p47phox inh	NPY-Y1 PAM-ag	NPY2 pot ag	S1P4 agonist	Ba/F3 V617F tox	NPY-Y1 antag	S1P4 antag	BaF3 tox	CHOP inhibitor
CC(/C=N/n1c(-c2ccco2)n[nH]c1=S)=C\c1ccco1	8.7	-14.5	6.1	1.2	2.9	-1.1	-16.5	0.4	14.2
CCCCNC(=O)CN(c1cccc(F)c1)S(C)(=O)=O	1.1	-25.5	11.1	-1.2	-0.6	3.8	-16.0	4.3	-9.6

The listing, from the first entry:
SMILES	p47phox inh	NPY-Y1 PAM-ag	NPY2 pot ag	S1P4 agonist	Ba/F3 V617F tox	NPY-Y1 antag	S1P4 antag	BaF3 tox	CHOP inhibitor
CC(/C=N/n1c(-c2ccco2)n[nH]c1=S)=C\c1ccco1	8.7	-14.5	6.1	1.2	2.9	-1.1	-16.5	0.4	14.2
CCCCNC(=O)CN(c1cccc(F)c1)S(C)(=O)=O	1.1	-25.5	11.1	-1.2	-0.6	3.8	-16.0	4.3	-9.6
S=c1nccc(-c2cc(Cl)sc2Cl)[nH]1	-19.8	-0.1	-6.2	-1.0	1.2	9.0	-8.2	1.7	13.7
Clc1ccc(OCCn2ccnc2)c2ccccc12	-10.5	-20.8	-3.6	-0.3	-1.2	13.2	-11.1	1.3	7.2
COc1ccc(NC(=O)COC(=O)Cn2cnc3ccccc3c2=O)cc1OC	-11.6	15.0	-18.0	1.2	-2.4	/	-8.7	-5.7	4.7
c1csc(Cn2c(-c3cccs3)nc3ccccc32)c1	-1.2	-1.2	-10.7	-0.3	2.1	-1.7	13.3	5.0	26.8
COc1ccc(-c2nc(NC(=O)c3[nH]c(C)c(C(C)=O)c3C)sc2C)cc1	-45.3	-11.5	3.1	-1.7	-1.8	-3.5	-5.5	4.9	3.3
CCOc1ccc(NC(=O)N2CCN(Cc3ccc4c(c3)OCO4)CC2)cc1	/	1.2	9.3	2.2	0.8	-5.8	0.6	6.8	26.2
Cn1c(SCC(=O)Nc2cc([N+](=O)[O-])ccc2F)nnc1C(F)(F)F	1.6	30.0	17.8	0.0	-0.2	1.0	-16.7	6.2	2.8
CC(=O)Nc1ccc(N/C=C2/CCCC2=O)cc1	-8.3	-5.8	-4.0	0.4	-3.5	/	3.3	4.0	-3.9
NC(=O)C1CCN(C(=O)c2cccc(S(=O)(=O)N3CCc4ccccc4C3)c2)CC1	-6.2	8.2	1.6	-0.6	-3.2	-6.8	1.1	-0.4	15.4
Cc1onc(-c2ccccc2)c1-c1ccc(S(N)(=O)=O)cc1	-4.8	14.4	4.1	0.7	-3.1	1.2	19.6	-8.8	14.2
CCOC(=O)c1cnn(-c2nc(OC)cc(OC)n2)c1C(F)(F)F	-2.5	-20.8	-6.1	-2.1	0.1	5.2	-9.9	4.9	16.3
O=C(NC(=S)Nc1ccccn1)c1cncc(Br)c1	-21.1	12.2	3.6	-2.3	4.3	2.8	-7.2	-8.9	-20.1
Cn1nc(-c2ccccc2F)c2cc(C(=O)Nc3ccc4c(c3)OCCO4)sc21	-5.2	10.9	-16.1	2.5	-0.8	1.3	-3.2	3.1	-25.3
S=C(NCc1ccncc1)Nc1cccc(Cl)c1	-6.7	11.6	-1.9	0.0	-4.6	9.3	-11.2	0.6	14.9
COc1ccc(N/C=C/C(=O)c2ccc(C)cc2)c([N+](=O)[O-])c1	/	-2.5	-2.4	2.5	-1.1	-3.1	-22.2	2.1	/
Cn1nnc2c[n+](CC(=O)c3ccc4ccccc4c3)cc(Br)c21	1.2	47.2*	57.0*	-0.5	-5.8	/	7.5	-0.1	6.0
CCOC(=O)C1CCCN(C(=O)c2cn(C)c(=O)c3cc(OC)c(OC)cc23)C1 (stereo not given)	-9.9	12.0	3.6	-0.7	-0.1	4.1	-8.0	-0.4	15.3
C=CCN(c1ccc(C(=O)Nc2cccc(C)c2)cc1)S(C)(=O)=O	-8.5	1.0	-8.2	0.0	0.1	8.7	-37.5	4.0	-14.1
CC(C)(C)NC(=O)/C(=C\C=C\c1ccccc1)NC(=O)c1ccc([N+](=O)[O-])cc1	0.2	-0.8	3.9	0.1	-1.1	2.6	-18.3	6.8	29.1
COCC(=O)Nc1c(C(=O)Nc2ccccc2OC)oc2ccccc12	-3.6	4.0	-0.9	-0.1	-4.5	-4.4	-11.4	2.6	18.3
CCC1(N(C(C)=O)c2ccc(OC)cc2)C(=O)c2ccccc2C1=O	3.0	8.2	-5.1	-0.9	-0.1	-1.6	4.3	5.7	12.4
Cc1nnc(N/N=C/c2ccccc2O)n1N	-11.5	-17.1	-4.3	2.5	4.3	0.3	-2.8	-0.4	-4.4
CCN1CCN(C(=O)c2ccc3c(=O)n(CCC4=CCCCC4)c(=O)[nH]c3c2)CC1	-10.2	7.4	20.3	-1.4	-2.2	3.6	-21.9	4.0	-19.4
SMILES	p47phox inh	NPY-Y1 PAM-ag	NPY2 pot ag	S1P4 agonist	Ba/F3 V617F tox	NPY-Y1 antag	S1P4 antag	BaF3 tox	CHOP inhibitor
CCC(C)N1CCN(S(=O)(=O)c2ccc(NC(C)=O)cc2)CC1 (stereo not given)	0.1	-3.0	-4.7	1.2	3.8	1.0	2.5	3.2	-10.3
Nc1c(C(=O)NCCN2CCOCC2)c2nc3ccccc3nc2n1CCc1ccccc1	-16.2	8.9	16.9	5.1	-3.5	-4.3	5.3	1.0	35.7
COc1ccc2c(c1)CCc1c(C(=O)NCc3ccco3)noc1-2	-11.3	10.3	10.9	0.2	-3.0	4.4	-12.2	5.7	18.7
CSc1ncc(Cl)c(C(=O)Nc2ccccc2Cl)n1	1.0	-3.6	18.4	-1.1	1.5	2.9	-6.0	6.7	21.7
O=C(NCc1ccccc1)c1ccc(-c2ccccc2F)o1	-25.4	2.3	-3.8	-0.9	-5.2	7.2	16.8	3.5	67.2
O=C(COc1ccc(Cl)cc1)N1CCN(S(=O)(=O)c2ccc(Cl)cc2)CC1	-11.9	13.3	13.6	0.0	-0.8	-3.5	19.7	0.5	42.3
CC(C)N(CC#CCC(O)(c1ccccc1)c1ccccc1)CCO	-5.0	-4.0	-1.7	2.1	-3.6	4.8	-6.0	-0.2	10.5
CC(C)=CC(=O)Nc1nnc(-c2ccc(F)cc2)s1	-0.4	17.8	3.5	0.0	-1.6	0.0	-11.3	-0.2	12.0
CSc1ccccc1NC(=O)c1ccoc1C	-7.3	-6.6	3.0	1.0	3.1	-0.1	-10.4	2.0	-3.9
Cc1nc2cccc(C(=O)Oc3ccc([N+](=O)[O-])cc3)c2o1	12.9	12.8	3.1	-1.7	-3.9	3.6	-5.6	0.6	1.0
c1ccc(-c2ccccc2OCc2nnc3n2CCC3)cc1	-7.6	12.9	1.4	-0.4	-4.2	11.1	0.8	3.9	-15.2
COc1ccc(-n2nnnc2/C=C/Nc2cc(C(F)(F)F)ccc2OC)cc1	-15.6	-39.4	-25.9	-1.4	0.1	/	-4.5	-2.2	0.2
O=C(Nc1sccc1C(=O)N1CCOCC1)c1cccnc1	14.1	-2.3	10.7	-0.3	-5.4	1.9	5.8	1.6	1.9
CC(C)CCNC(=O)c1nnc(Cc2ccc(Cl)cc2)o1	-3.5	4.7	-0.8	2.2	0.1	4.1	-11.6	0.3	50.2
Cc1nc(N2CCOCC2)c2c(C)c(C(=O)Nc3ccc(F)cc3Cl)sc2n1	-0.8	-7.9	2.9	-1.2	-1.3	3.0	-3.6	6.0	16.6
COC(=O)C1=C(C)N(C)C(=O)NC1c1ccc([N+](=O)[O-])o1 (stereo not given)	-4.0	-1.7	12.6	0.4	-2.6	-4.6	-4.0	2.3	16.4
COc1ccc(-c2cn3cccnc3n2)cc1NC(=O)c1cccs1	-2.9	-7.6	0.2	-0.7	-0.4	-3.3	1.4	7.5	-0.2
CC(C)C(=O)Nc1nnc(SCC(=O)NCC2CCCO2)s1 (stereo not given)	0.1	-12.6	-6.7	1.9	-1.2	2.8	3.7	0.8	8.5
O=C1COc2cccnc2N1	7.2&-4.0	-6.4&2.9	-1.7&6.0	-2.6&0.5	0.1&-0.8	-3.5	-8.1&-1.1	3.9&0.5	35.5&3.5
OCC(Cc1ccccc1)Nc1c2ccccc2nc2ccccc12 (stereo not given)	-10.4	19.4	16.7	3.6	-3.6	4.7	-23.1	4.5	-31.1
COc1ccc(NC(=O)c2ccc(NCC3CCCO3)c([N+](=O)[O-])c2)cc1 (stereo not given)	-4.0	5.3	6.2	0.6	-1.4	-1.1	-19.9	5.0	11.8
O=C(NC1=NCCS1)c1ccc([N+](=O)[O-])cc1Cl	-3.4	-0.9	-8.8	-0.2	-3.5	-2.0	-8.5	2.2	-21.2
COc1cc(NC(=O)c2cc(-c3cccnc3)nc3ccc(Br)cc23)cc(OC)c1	-1.1	4.8	-17.2	-0.3	3.8	10.5	2.2	6.2	48.3
CC(C)n1c(-c2ccncc2)n[nH]c1=S	-1.9	-0.2	-1.2	1.2	3.4	5.1	-17.6	-0.4	4.3
Clc1ccccc1Cn1nnc(-c2ccccc2)n1	-0.8	-1.6	-5.9	-0.4	0.8	-1.3	-5.6	6.9	-15.3
SMILES	p47phox inh	NPY-Y1 PAM-ag	NPY2 pot ag	S1P4 agonist	Ba/F3 V617F tox	NPY-Y1 antag	S1P4 antag	BaF3 tox	CHOP inhibitor
Cc1ccc(NC(=O)CN2C(=O)S/C(=C\c3ccc(-c4cccc(C(=O)O)c4C)o3)C2=O)cc1	-37.0	-0.1	4.2	-1.0	3.0	-4.9	12.8	4.3	-7.1
COc1ccc(C(=O)NC(=O)Nc2cc(C)ccn2)cc1	-6.5	2.2	-8.7	1.7	3.0	3.6	-9.9	2.6	105.0*
O=C(NCCCN1CCOCC1)c1c(O)c2cc(Br)cc(Br)c2[nH]c1=O	/	-21.8	8.1	0.5	-0.9	-3.0	-8.4	1.0	/
CC(=O)N1CCN(c2ccc(Nc3ncnc4c3oc3ccccc34)cc2)CC1	1.7	4.7	-11.6	2.1	4.8	4.1	-6.3	11.0	61.2
O=C(NCCc1ccccc1)c1c(O)c2cccc3c2n(c1=O)CC3	0.5	-11.9	8.1	1.1	0.8	18.4	5.2	4.2	-4.8
CC(C)(C)NC(=O)CN1C(=O)/C(=C/c2ccccc2)SC1=S	-4.6	3.4	-20.7	0.5	-2.2	10.1	-4.5	3.6	9.1
CCn1cc(C(=O)NCc2ccco2)c(=O)c2cc(S(=O)(=O)N3CCc4ccccc4C3)ccc21	-42.6	0.3	-7.9	0.9	16.1	-6.6	-5.2	13.4	17.4
CC1=C(C(=O)OC(C)C)C(c2ccccc2Cl)CC(=O)N1 (stereo not given)	0.4	-4.7	4.3	1.7	4.4	-3.4	0.4	8.8	76.4*
CN(C)C(=S)NC(=O)c1cccc(Cl)c1	-5.2	8.9	-5.5	0.0	-1.0	3.6	0.2	3.6	10.1
CC12CC3(C)CC(C)(C1)CC(C(N)=O)(C2)C3	-0.5	1.3	1.9	-0.4	2.5	-0.2	-3.7	0.6	11.3
CC(=O)Nc1ccc(-c2csc(Nc3ccc(S(N)(=O)=O)cc3)n2)cc1	-6.0	23.8	7.8	1.1	-4.0	12.3	5.7	-2.4	15.3
Cn1c(=O)n(C)c2cc(NC(=O)COc3ccc(Cl)cc3)ccc21	-1.1	11.9	0.8	-2.4	3.8	6.6	5.1	6.8	-0.1
Cc1ccc(S(=O)(=O)c2nc(NCc3ccc4c(c3)OCO4)sc2Cl)cc1	-70.2	-18.9	4.4	0.1	-3.5	12.6	-9.0	4.2	63.1
CC(C)(C)c1ccccc1NC(=S)NCc1ccccc1	-3.2	-16.7	7.4	0.7	0.9	1.3	-1.6	5.0	-8.9

Screens from PubChem.
